GPR7 antag – GPR7 receptor antagonists, primary screen, cell-based, fluorescence, single concentration; GPR7-expressing cells, fluorescence antagonist assay; AID 1861, 2009; inhibition, % at 4.4 µM; Neuropeptides B/W receptor type 1 (Homo sapiens), P48145; 290,000 tested, 1.1% active; in the data active = inhibition above about 16%, passing the limit was not always enough;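 also: cells stimulated with the agonist NPW; 0% = agonist with vehicle and 100% = vehicle without agonist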
V1R ag counter – agonists of human V1a receptor, primary screen, counter-screen for OXTR agonist project, fluorescence, CHO-V1R cells; Vasopressin V1a receptor (Homo sapiens), P37288; Fluo-8 calcium fluorescence, agonist mode; 0% DMSO, 100% 3 nM vasopressin; activation, % at 3 µM; 320,000 tested, 0.25% active; AID 2797, 2010;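 active = activation above the mean activation of all tested compounds plus 3 SD, per screening run, cut at about 20% in these data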;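 also: signal is peak over basal fluorescence ratio across a 100 second FLIPR read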
Target sequence (P37288 whole entry, looked up): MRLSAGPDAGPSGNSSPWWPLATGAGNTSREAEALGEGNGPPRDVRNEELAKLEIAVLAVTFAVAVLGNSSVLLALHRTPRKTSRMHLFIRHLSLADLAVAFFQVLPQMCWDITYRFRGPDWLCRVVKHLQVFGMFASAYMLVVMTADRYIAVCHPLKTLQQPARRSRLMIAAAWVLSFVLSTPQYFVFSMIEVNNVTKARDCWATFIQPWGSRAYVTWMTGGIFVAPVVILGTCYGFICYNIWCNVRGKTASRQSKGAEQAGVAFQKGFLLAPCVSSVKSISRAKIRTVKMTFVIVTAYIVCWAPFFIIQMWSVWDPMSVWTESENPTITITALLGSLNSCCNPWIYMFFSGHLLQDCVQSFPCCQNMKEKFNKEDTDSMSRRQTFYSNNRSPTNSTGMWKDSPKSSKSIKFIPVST
OXTR ag – human OXTR agonists, primary screen, fluorescence, CHO-OTR cells, Fluo-8 calcium; Fluo-8 calcium fluorescence; normalized: DMSO 0%, oxytocin 100%; Oxytocin receptor (Homo sapiens), P30559; AID 2435, 2010; activation, % at 3 µM; 320,000 tested, 0.32% active;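 active = activation above the mean of all tested compounds plus 3 SD, cutoff set per screening run, cut at about 20% in these data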;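 also: peak over basal fluorescence ratio from a 100 s FLIPR kinetic read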
Target sequence (P30559 whole entry, looked up): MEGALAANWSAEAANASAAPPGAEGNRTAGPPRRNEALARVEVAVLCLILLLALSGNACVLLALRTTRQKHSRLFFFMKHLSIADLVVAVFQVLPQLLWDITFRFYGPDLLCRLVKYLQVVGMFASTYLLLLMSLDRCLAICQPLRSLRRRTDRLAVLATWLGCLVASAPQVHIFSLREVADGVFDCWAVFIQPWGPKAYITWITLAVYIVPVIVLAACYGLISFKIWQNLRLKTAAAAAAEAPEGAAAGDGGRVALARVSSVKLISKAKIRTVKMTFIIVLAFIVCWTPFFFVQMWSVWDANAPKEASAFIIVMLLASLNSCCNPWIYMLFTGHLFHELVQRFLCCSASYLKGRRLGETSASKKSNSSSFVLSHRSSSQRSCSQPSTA
IMP-1 inhibitor – IMP-1 metallo-beta-lactamase inhibitors, primary screen, biochemical, epi-absorbance readout, Pseudomonas aeruginosa enzyme; metallo-beta-lactamase IMP-1 (Pseudomonas aeruginosa); purified IMP-1, nitrocefin hydrolysis, epi-absorbance fluorescence; inhibition, % at 5.6 µM; 290,000 tested, 0.45% active;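 active = inhibition above the mean plus 3 SD of all compounds in the same screening run, cut at about 4.5% in these data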;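 also: 0% = IMP-1 with DMSO and 100% = DMSO wells lacking enzyme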
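Material – recombinant IMP-1 enzyme, purified · Amount – IMP-1 0.2 nM before substrate addition · Medium – HEPES buffer pH 7.1 with ZnSO4 and Brij 35 · Timing – 25 °C, 15 min preincubation, 25 min reaction · Measured by – plate fluorescence quenching by hydrolysis product, ex 480/em 530 nm · Read-out – percent enzyme inhibition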
PHOSPHO1 block – PubChem AID 1565; Phosphoethanolamine/phosphocholine phosphatase (Homo sapiens), Q8TCT1; recombinant PHOSPHO1, absorbance phosphatase assay; inhibition, % at 13.3 µM; 290,000 tested, 1.1% active; in the data active = inhibition above about 60%
HCV NS3 hel inh – inhibitors of HCV NS3 helicase, primary screen, biochemical, Cy5 molecular beacon fluorescence; NS3 helicase DNA unwinding; 290,000 tested, 0.56% active; Hepatitis C virus NS3 helicase; inhibition, % at 10.9 µM;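 active = inhibition above the mean of all tested compounds plus 3 SD, set per campaign, cut at about 35% in these data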;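 also: 0% = DMSO wells and 100% = thioflavine S control wells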
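test system = hepatitis C virus NS3 helicase domain fragment enzyme | reagent = annealed dual-labelled DNA beacon duplex, ATP-started | times = 1 h at 25 °C | detection = Cy5 fluorescence, 0 and 60 min reads | read-out basis = percent inhibition from t60/t0 fluorescence ratio | control set = DMSO and thioflavine S | replication = one well per compound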
VIM-2 inhibitor – VIM-2 metallo-beta-lactamase inhibitors, primary screen, biochemical, epi-absorbance readout, Pseudomonas aeruginosa enzyme. purified VIM-2, nitrocefin hydrolysis, epi-absorbance fluorescence. AID 1527, 2009. 290,000 tested, 0.89% active. inhibition, % at 5.6 µM;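 active = inhibition above the mean of all tested compounds plus 3 SD, cutoff set per screening run, cut at about 7.5% in these data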;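 also: red hydrolysis product quenches plate fluorescence so inhibitors raise well fluorescence; 0% = enzyme with DMSO and 100% = DMSO without enzyme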
FID counter – compounds displacing fluorescent DNA intercalator, primary screen, artefact control for HCV NS3 helicase inhibitor project, biochemical, FID fluorescence; 290,000 tested, 0.17% active; inhibition, % at 7.9 µM; DNA fluorescent intercalator displacement; AID 1845, 2009; in the data active = inhibition above about 37%;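 also: 0% = vehicle and 100% = reference compound; higher means more ethidium bromide displaced from hairpin DNA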
GalR3 antag – GalR3 antagonists in HEK293 cells, primary screen, cell-based, fluorescence readout | HEK293 GalR3-CNG cAMP membrane potential fluorescence; galR3 body fused to GalR1 C-terminus | inhibition, % at 3 µM | 360,000 tested, 0.44% active | Galanin receptor type 3 (Homo sapiens), O60755;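 active = inhibition above the screen-wide average plus 3 SD, cut at about 13% in these data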;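 also: forskolin and galanin both at EC90 stimulate the cells; cAMP rise reported by CNG channel membrane potential dye signal; 0% = forskolin plus galanin with DMSO and 100% = forskolin alone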
Target sequence (O60755 1-299 limits assumed): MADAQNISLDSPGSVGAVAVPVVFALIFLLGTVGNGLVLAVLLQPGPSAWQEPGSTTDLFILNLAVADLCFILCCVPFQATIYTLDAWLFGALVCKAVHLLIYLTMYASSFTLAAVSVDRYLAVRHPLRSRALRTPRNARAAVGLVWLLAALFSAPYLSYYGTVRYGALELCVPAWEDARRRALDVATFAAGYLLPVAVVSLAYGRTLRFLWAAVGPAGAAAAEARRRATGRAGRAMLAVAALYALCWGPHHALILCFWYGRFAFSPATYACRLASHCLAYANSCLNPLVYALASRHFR
Numbers without * were called inactive; x = no result given. No enrichment for hits; about 4.3% have a hit in one of these screens.

Order of results – GPR7 antag	V1R ag counter	OXTR ag	IMP-1 inhibitor	PHOSPHO1 block	HCV NS3 hel inh	VIM-2 inhibitor	FID counter	GalR3 antag
CS(=O)(=O)N(CCc1ccccc1)CC(=O)N1CCCCC1
 : -16	0.9	0.0	-3.1	-13	15	-1.1	-12	-4
O=C(O)c1ccc(/C=N/N2CCN(Cc3ccccc3)CC2)cc1
 : 20	0.8	0.5	-0.6	-7	1	-0.9	0	-11
Cc1cc(C)c(S(=O)(=O)Nc2ccccc2-c2ccccc2)c(C)c1
 : -22	-1.0	-1.5	-2.4	-9	-4	-1.1	-13	-5
O=C(Nc1cc2c(cc1Cl)OCCCO2)c1ccco1
 : -14	-1.0	-2.5	-0.8	4	-1	-2.9	-5	-9
Fc1ccc(C2=Nn3c(nnc3-c3ccco3)SC2)cc1
 : 8	0.1	-3.4	-0.8	-10	-2	3.7	-9	-4
N#CCCN1CCN(C(=O)c2c(N)no[n+]2[O-])CC1
 : 1	-0.4	0.1	-2.1	12	2	-1.3	6	-7
CCOC(=O)Nc1sc2c(c1C(N)=O)CCC(C)C2 (stereo unspecified)
 : -10	-1.5	-2.8	-1.3	2	-7	-0.9	-2	-7
O=C(O)c1ccccc1-n1cnnn1
 : -1	0.8	-0.1	-2.5	20	-1	-3.1	-1	-5
CCCCCCCNC(=O)C1(CC2CC(c3ccc(Cl)cc3)=NO2)CCN(C(=O)CCCCCBr)CC1 (stereo unspecified)
 : -6	-1.2	-1.9	-7.4	-7	-48	-1.9	-25	-3
Cc1nc2sc(C(c3cccc(F)c3)N3CCCCC3)c(O)n2n1 (stereo unspecified)
 : -17	0.7	-1.3	-0.9	28	6	-2.3	-10	-2
O=C(NCc1ccc(N2CCCC2=O)cc1)Nc1cccc(Cl)c1
 : 2	6.6	10.0	0.8	-14	5	-3.1	-10	-3
Cc1onc(-c2ccccc2Cl)c1C(=O)NCc1ccccc1F
 : -3	0.7	-1.3	-2.8	46	7	-0.3	4	1
COc1ccc(Cl)cc1NC(=O)C12CCC(C)(C(=O)O1)C2(C)C (stereo unspecified)
 : 11	-1.9	-1.2	-0.3	-8	4	-3.2	-12	-1
O=C(O)c1cccc(C(=O)O)c1
 : -5	0.3	0.2	-1.4	8	1	-1.2	2	-6
CSc1ncccc1C(=O)NC(C)CCc1ccccc1 (stereo unspecified)
 : 3	-0.1	-0.3	-0.8	42	-10	-0.3	-8	-12
COc1ccc(-c2ccc(SCC(=O)c3ccc(F)cc3)nn2)cc1OC
 : 1	-0.4	-0.7	-3.2	-18	2	-1.6	-15	0
CCc1nc(SCC(=O)Nc2ccc(OC)cc2[N+](=O)[O-])n[nH]1
 : -2	1.2	2.8	-2.0	24	-4	0.2	3	-6
COc1ccc(S(=O)(=O)NC2CCCCC2)cc1C
 : 17	-1.1	-0.9	-2.3	-14	5	-1.8	-5	x
O=C(CC(C(=O)O)C1CCCO1)Nc1cccc(C(F)(F)F)c1 (stereo unspecified)
 : -2	-0.1	0.0	-1.6	-16	0	1.4	-1	-1
COc1cc(/C=C2\SC(=S)N(CCC(=O)Nc3ccccn3)C2=O)cc(OC)c1OC
 : -16	3.8	2.1	-1.4	39	-11	-0.8	-23	-9

More structures:
Order of results – GPR7 antag	V1R ag counter	OXTR ag	IMP-1 inhibitor	PHOSPHO1 block	HCV NS3 hel inh	VIM-2 inhibitor	FID counter	GalR3 antag
COCCOC(=O)c1c(NC(=O)CN2CCOCC2)sc(C(N)=O)c1C
 : -10	4.1	1.6	-2.9	11	-7	-2.2	-10	-2
O=C(Cn1cc([N+](=O)[O-])cn1)N1CCc2ccccc21
 : 0	-0.4	-0.9	-0.3	30	-3	1.6	7	2
CCC(=O)N(Cc1cc2ccc(C)cc2n2nnnc12)C1CCCCC1
 : -4	-0.3	-1.3	-1.3	-29	-1	-0.2	-9	1
CCCCCC(=O)Nc1ccc(S(=O)(=O)Nc2nccc(C)n2)cc1
 : -6	0.5	4.2	-2.7	-7	14	-2.7	-10	0
Cc1nnsc1-c1nnc(SCC(=O)c2ccc(C#N)cc2)n1C1CC1
 : -4	-0.1	-2.7	-2.2	33	2	-1.4	-10	-6
Oc1ccc(/C=N/Nc2ncnc3c2ncn3Cc2ccccc2)cc1O
 : 1	-1.0	-0.9	-2.2	0	2	-0.9	-5	-5
CCOC(=O)c1c2c(n(C)c1C)C(=O)C(=O)c1ccc(Br)cc1-2
 : -7	0.6	-0.2	-0.3	x	-1	-0.1	2	0
CCOC(=O)/C(C#N)=C/c1cccn1-c1ccc(Cl)cc1
 : -7	-1.4	-1.3	-1.0	34	18	0.5	-2	-1
CCN(Cc1ccccc1)C(=O)C(C)OC(=O)c1cc(S(=O)(=O)Nc2c(C)n(C)n(-c3ccccc3)c2=O)ccc1C (stereo unspecified)
 : -8	-1.0	-2.2	-2.1	-111	0	-5.2	-46	0
COC(=O)c1ccc(Oc2ccc3nnc(C)n3n2)cc1
 : -6	0.7	0.2	-1.8	18	-2	-0.9	-4	-1
CCn1cnc2cc(NCc3cccc(OC)c3O)ccc21
 : 0	1.5	1.4	-4.4	-31	-5	-1.3	-2	-8
COc1cc(S(=O)(=O)NCc2ccncc2)c(OC)cc1Cl
 : -14	1.0	-0.2	-4.1	30	1	-3.9	-1	1
Nc1nc(SCC(=O)N2CCCCC2)[nH]c(=O)c1NC(=O)c1ccccc1F
 : -1	0.1	0.4	-3.1	-26	2	-2.6	0	-1
COc1cc(/C=N/NC(=O)C2COc3ccccc3O2)cc(OC)c1OC (stereo unspecified)
 : 0	1.1	1.3	-0.7	2	-17	-2.9	-21	-1
CCCCNC(=O)Cc1ccc(Br)cc1
 : -7	-1.1	-0.9	-3.9	17	1	-3.2	0	-3
O=C(c1cn(-c2ccccc2)nc1-c1ccc(F)cc1)N1CCCCC1
 : -3	-0.3	-2.4	-3.3	-20	-2	-3.4	-35	-6
Fc1ccc(CSc2nnc(-c3cnccn3)n2Cc2ccco2)cc1
 : 21	-0.5	-0.6	-0.2	14	-1	0.8	-26	-3
CCc1ccc(C2=NN(c3ccc(S(N)(=O)=O)cc3)C(c3ccc(F)cc3)C2)cc1 (stereo unspecified)
 : -13	2.1	0.9	-2.2	14	-14	-0.5	-13	-5
Cc1ccc(NC(=O)c2nc(S(=O)(=O)Cc3ccccc3)ncc2Cl)cc1
 : 35*	-0.6	-1.8	-1.8	29	-11	-2.0	-19	-2
Cc1cccc(C)c1NC(=S)N=Nc1c(O)n(C)c2ccc(S(=O)(=O)N3CCOCC3)cc12
 : -8	0.1	-0.4	-3.4	-3	3	-5.9	1	0

Additional compounds follow.
Order of results – GPR7 antag	V1R ag counter	OXTR ag	IMP-1 inhibitor	PHOSPHO1 block	HCV NS3 hel inh	VIM-2 inhibitor	FID counter	GalR3 antag
O=C(NNc1cc(Cl)ccc1Cl)c1cccnc1Cl
 : 2	-1.5	1.1	-2.4	45	10	-2.2	-10	-2
Cc1cccc(C(=O)NCc2nnc(SCc3ccc(F)cc3)n2C)c1
 : -2	0.2	0.5	-2.1	32	-3	-2.8	-16	-3
Cc1ccc(C(=O)NCc2ccc3c(c2)OCO3)cc1S(=O)(=O)N1CCCCC1
 : -8	1.6	-0.7	-2.4	4	-4	1.2	-23	2
Cc1cc(C)nc(SCNC(=O)c2ccc(Cl)cc2)n1
 : -9	-0.7	0.4	-1.1	41	-9	-1.9	-3	-5
CCCCCNC(=O)c1ccc2c(=O)n(CC3CCCO3)c(=O)[nH]c2c1 (stereo unspecified)
 : -1	1.2	-0.7	-0.8	6	-4	-0.3	-15	-5
COc1ccc(NC(=O)c2ccc(C(=O)c3cc(OC)ccc3OC)cc2)cc1
 : -5	0.0	1.4	-1.4	6	-5	-4.5	-1	x
C#CCOCCOCCOCCNc1nc(N2CCN(C(=O)C([C@@H](C)CC)n3cc(C(N)CO)nn3)CC2)nc(N2CCN(C(=O)[C@H](CCC(=O)O)n3cc(C(N)CC(C)C)nn3)CC2)n1 (stereo partly specified)
 : -12	0.0	0.9	-3.0	44	2	-1.0	10	x
O=C(NCC1CC1)c1ccccc1Cl
 : 13	0.2	-0.1	-1.4	x	4	-1.2	1	-6
O=C(CCNC(=O)C1CCN(S(=O)(=O)c2ccccc2)CC1)NCc1cccc(C(F)(F)F)c1
 : 4	1.1	0.4	-3.2	17	0	-1.7	-41	-7
COc1ccc(N2CCN(C3CC(=O)N(c4ccc5c(c4)OCCO5)C3=O)CC2)cc1 (stereo unspecified)
 : 1	1.0	1.2	0.3	-12	2	0.8	-13	-5
O=C(/C=C/c1cccs1)N1CCCCC1
 : 10	-0.6	-0.8	-1.4	4	7	1.3	-2	-2
Cc1[nH][nH]c(=O)c1C(c1ccc(O)c([N+](=O)[O-])c1)c1c(C)[nH][nH]c1=O
 : 0	0.2	-0.7	-3.5	-5	17	0.1	-4	-4
S=C1NCCOCCNC(=S)NCCOCCOCCOCCN1
 : -1	-1.2	-2.0	-4.5	-5	1	-1.1	-5	-4
O=C(CCc1ccncc1)N1CCCC(Nc2ccc(F)cc2)C1 (stereo unspecified)
 : -16	-0.5	-0.3	-2.5	-1	-7	0.6	-8	0
CCCCS(=O)(=O)N1CCN(S(=O)(=O)c2ccc(Cl)s2)CC1
 : -4	1.6	-0.1	-1.7	28	4	-0.8	-7	-2
C=CCNC(=O)c1onc(CSc2ccccc2CC)c1C(=O)O
 : -8	0.5	0.3	-2.1	-6	18	-1.9	-26	-3
Cc1noc(C)c1S(=O)(=O)N1CCN(C(c2ccccc2)c2ccc(Cl)cc2)CC1 (stereo unspecified)
 : -12	0.7	-0.2	-1.1	-7	-12	-1.1	3	1
Cc1noc(NS(=O)(=O)c2ccc(NC(=O)CSc3nc4ccccc4[nH]3)cc2)c1C
 : -5	0.8	0.5	-1.9	24	12	-7.1	-32	-1
Clc1ccc(Nc2cc(-c3ccccc3)nc3ncnn23)cc1
 : -10	0.0	-0.8	-2.2	33	-3	-1.8	-3	-4
Cc1ccc(CN(Cc2cc3cccc(C)c3[nH]c2=O)C(=O)N(C)C)cc1
 : x	0.0	-0.5	x	6	x	x	x	-7
Cn1ccnc1-c1nc2ccccc2[nH]c1=O
 : -6	0.3	0.3	-3.5	-10	-3	-0.4	1	2
Cc1ccc(S(=O)(=O)N(CC(=O)N2CCN(c3ccc(F)cc3)CC2)C2CCCCC2)cc1
 : -12	-1.0	-2.4	-2.1	45	-14	-2.4	-38	-4
O=C(COC(=O)CSCC(=O)N1CCCCC1)NCc1ccc(F)cc1
 : -13	-0.6	-2.1	-2.8	-9	3	-1.6	-5	3

Source: PubChem BioAssay
